# Source: PubChem BioAssay
# p-CIP stab down – p/CIP protein destabilization; Q05BA5; F442A p/CIP-EGFP cells, EGFP fluorescence, 16 h; decrease of EGFP signal, % at 10 µM; hit rate 0.01% among 290,000; AID 1984;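 active means EGFP signal decrease of at least 30% at 10 µM or well 3 SD below plate mean, unless failing retest; inactive means the rest, including hits failing retest or dose response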; further: some compounds called inactive have numbers as strong as hits; many of its hits are not listed in these tables
# Target sequence (Q05BA5 1-1403): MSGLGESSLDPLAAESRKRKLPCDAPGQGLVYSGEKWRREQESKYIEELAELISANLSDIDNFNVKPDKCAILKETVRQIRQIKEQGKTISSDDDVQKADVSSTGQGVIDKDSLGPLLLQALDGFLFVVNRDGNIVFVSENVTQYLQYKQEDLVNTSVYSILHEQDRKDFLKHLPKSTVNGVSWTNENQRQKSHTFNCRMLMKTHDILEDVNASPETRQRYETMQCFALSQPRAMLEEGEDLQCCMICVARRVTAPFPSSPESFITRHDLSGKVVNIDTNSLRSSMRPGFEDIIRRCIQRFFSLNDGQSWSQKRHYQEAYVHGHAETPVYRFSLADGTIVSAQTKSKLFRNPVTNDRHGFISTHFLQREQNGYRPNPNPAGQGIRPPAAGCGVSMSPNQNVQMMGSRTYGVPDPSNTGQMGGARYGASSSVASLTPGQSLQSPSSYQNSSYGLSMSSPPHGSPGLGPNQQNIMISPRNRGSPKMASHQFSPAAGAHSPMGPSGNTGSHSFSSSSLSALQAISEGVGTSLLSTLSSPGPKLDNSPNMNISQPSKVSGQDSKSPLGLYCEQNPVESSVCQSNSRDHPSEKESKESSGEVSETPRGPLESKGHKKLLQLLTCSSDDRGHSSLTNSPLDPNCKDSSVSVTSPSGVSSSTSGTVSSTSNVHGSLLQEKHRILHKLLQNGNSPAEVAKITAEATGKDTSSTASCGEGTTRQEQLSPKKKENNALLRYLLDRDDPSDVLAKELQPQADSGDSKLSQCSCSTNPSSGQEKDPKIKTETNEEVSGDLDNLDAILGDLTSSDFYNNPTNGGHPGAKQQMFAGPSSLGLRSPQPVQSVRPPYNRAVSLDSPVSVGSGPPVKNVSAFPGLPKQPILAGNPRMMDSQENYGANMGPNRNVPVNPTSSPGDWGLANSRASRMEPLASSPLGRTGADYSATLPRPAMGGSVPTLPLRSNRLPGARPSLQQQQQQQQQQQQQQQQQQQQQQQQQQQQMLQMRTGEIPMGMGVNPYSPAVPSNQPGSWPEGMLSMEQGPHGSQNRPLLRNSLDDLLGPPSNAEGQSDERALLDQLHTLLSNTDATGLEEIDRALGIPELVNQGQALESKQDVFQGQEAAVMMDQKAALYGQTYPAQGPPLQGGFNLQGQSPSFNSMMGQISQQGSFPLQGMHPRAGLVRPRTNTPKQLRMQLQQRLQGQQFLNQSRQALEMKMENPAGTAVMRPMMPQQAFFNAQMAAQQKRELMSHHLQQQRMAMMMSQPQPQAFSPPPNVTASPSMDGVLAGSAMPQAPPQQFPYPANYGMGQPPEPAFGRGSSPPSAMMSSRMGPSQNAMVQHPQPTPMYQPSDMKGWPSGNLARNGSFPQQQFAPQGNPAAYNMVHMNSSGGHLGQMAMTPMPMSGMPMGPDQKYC
# NS3 helicase inh – HCV NS3 helicase inhibition; NS3 helicase DNA unwinding, Cy5 molecular beacon fluorescence; inhibition, % at 10.9 µM; hit rate 0.56% among 290,000;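 active means inhibition above the mean of all tested compounds plus 3 SD, set per campaign, cut at about 35% in these data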;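 further: 0% = DMSO wells and 100% = thioflavine S control wells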
#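 Measured by: Cy5 fluorescence, 0 and 60 min reads / Assay system: NS3 helicase fragment of HCV / Control set: low DMSO, high thioflavine S at 110 µM / Times: 1 h reaction at 25 °C, ATP-initiated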
# UBC9 SUMO inh – blocks human SUMOylation mediated by UBC9. AID 2006. inhibition, % at 35 µM. hit rate 0.36% among 290,000. HTRF SUMOylation assay, SAE1/SAE2 + UBC9, in vitro. P63279; in the data active means inhibition above about 50%, passing the limit was not always enough; further: strong numbers were not always called active
# IDE act – IDE (human) activation, cell-based; P14735; HEK cells, FAbeta-B cleavage, fluorescence polarization; 0% vehicle, 100% cell-free pure enzyme wells; activation, % at 5.96 µM; hit rate 0.073% among 340,000; AID 493087;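 active means activation above the mean of all tested compounds plus 3 SD, set per screening campaign, cut at about 17% in these data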
# IDE cell inh – inhibitors of human insulin-degrading enzyme in cells; P14735; HEK cells, FAbetaB cleavage, fluorescence polarization; inhibition, % at 5.59 µM; hit rate 0.41% among 320,000;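 active means percent inhibition above the average of all tested compounds plus 3 SD, set per screening campaign, cut at about 16% in these data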;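 further: IDE supplied by intact live HEK cells; FP after avidin binding of uncleaved biotin substrate so inhibition keeps polarization high; 0% = DMSO wells and 100% = 60 µM reference IDE inhibitor Ii1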
# CRFR2-BP antag – blocks CRF-induced signaling of the CRF-BP/CRF-R2 complex. HEK293 CRF-R2/CRF-BP, CRF-induced calcium fluorescence. hit rate 0.59% among 350,000. inhibition, % at 11.8 µM. AID 588475;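 active means inhibition of the ligand-induced calcium signal above about 50% at the single tested concentration, limit read from the data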
# VIM-2 inh – blocks Pseudomonas aeruginosa VIM-2 metallo-beta-lactamase; purified VIM-2, nitrocefin hydrolysis, epi-absorbance fluorescence; inhibition, % at 5.6 µM; hit rate 0.89% among 290,000;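 active means inhibition above the mean of all tested compounds plus 3 SD, cutoff set per screening run, cut at about 7.5% in these data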;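 further: red hydrolysis product quenches plate fluorescence so inhibitors raise well fluorescence; 0% = enzyme with DMSO and 100% = DMSO without enzyme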
# GalR3 antag – blocks the human galanin receptor 3. HEK293 GalR3-CNG cAMP membrane potential fluorescence; galR3 body fused to GalR1 C-terminus. hit rate 0.44% among 360,000. inhibition, % at 3 µM;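 active means inhibition above the screen-wide average plus 3 SD, cut at about 13% in these data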;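 further: forskolin and galanin both at EC90 stimulate the cells; cAMP rise reported by CNG channel membrane potential dye signal; 0% = forskolin plus galanin with DMSO and 100% = forskolin alone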
# IMP-1 inh – inhibitors of Pseudomonas aeruginosa IMP-1 metallo-beta-lactamase | purified IMP-1, nitrocefin hydrolysis, epi-absorbance fluorescence | inhibition, % at 5.6 µM | hit rate 0.45% among 290,000 | AID 1556;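 active means inhibition above the mean plus 3 SD of all compounds in the same screening run, cut at about 4.5% in these data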;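 further: 0% = IMP-1 with DMSO and 100% = DMSO wells lacking enzyme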
#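 System: purified recombinant IMP-1 beta-lactamase. Medium: Zinc- and detergent-supplemented HEPES buffer, pH 7.1. Compound: one 5.6 µM dose […]. Schedule: 15 min preincubation plus 25 min reaction at 25 °C. Technique: Epi-absorbance fluorescence, 480 nm excitation, 530 nm emission.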
# An asterisk follows results filed as active; . = not tested or not shown; & = joins results of further samples.
SMILES,p-CIP stab down,NS3 helicase inh,UBC9 SUMO inh,IDE act,IDE cell inh,CRFR2-BP antag,VIM-2 inh,GalR3 antag,IMP-1 inh
COc1cc(NC(=O)c2ccc(N)nc2)cc(C(=O)Nc2cccc(C(F)(F)F)c2)c1,-4,.,11,-5,8,-9&-2,.,-6&-4,.
Cc1cc(-c2nc(C)c(C(=O)NNS(=O)(=O)c3cccc(C(F)(F)F)c3)s2)no1,-10,4,14,.,3,43,-2.5,-4,-0.8
COc1ccc(CC2(CO)CCN(C/C=C/c3ccccc3OC)CC2)cc1,-7,-37,6,6,1,1,-1.9,-7,-0.8
COc1ccc(-c2[nH]ncc2CN(C)C(C)c2ccncn2)c(F)c1 (stereo not given),-3,2,16,0,0,-8,-4.1,1,-2.4
COc1cccc(-n2c(C)nc3cc(C(=O)O)ccc32)c1,6,-2,9,6,-1,6,-3.9,6,-1.5
COc1ccc(Cl)cc1C(=O)OCC(=O)N1CCCC(C)C1 (stereo not given),.,.,.,5,4,-21,.,-4,.
COCCCNC(=O)Cn1nnc(-c2ccccc2NC(=O)c2ccc(F)cc2)n1,4,7,-5,-4,4,3,-2.5,-4,-4.7
Cc1cccc(-n2ncc3c(NCc4ccco4)ncnc32)c1,-11,-2,-10,1,-2,-9,-3.3,-1,-3.1
O=C(N/N=C/c1ccccc1OCC(=O)N1CCCC1)C(=O)Nc1ccccc1F,2,6,-3,3,-2,-13,-2.3,-1,-3.0
Fc1ccc(NC(=S)NCCN2CCOCC2)cc1,-16,-3,8,-2,0,-2,0.1,-1,-0.1
O=C(/C=C/c1c(Cl)cccc1Cl)NCc1ccccc1,-5,-4,16,-6,-4,16,-1.8,-7,-1.5
O=C1C=C(c2ccc3ncccc3c2)C[C@@H](c2ccc3c(c2)OCO3)C1,.,.,.,1,3,6,.,0,.
COc1ccc(-n2c(NC(=O)c3ccco3)c(C#N)c3nc4ccccc4nc32)cc1,-26,7,86,1,3,-34,-1.3,-3,-2.5
COc1cc(C)ccc1OCCON1C(=O)CCC1=O,-4,3,17,1,0,1,-2.0,-5,-2.7
Cc1sc2ncnc(N3CCC(C(=O)Nc4cc(S(C)(=O)=O)ccc4Cl)CC3)c2c1C,.,.,.,-4,0,-5,.,-2,.
CCOC(=O)N1CCN(c2ccccc2O)CC1,-13,2,20,3,4,-2,0.5,1,3.3
COc1ccc(OC)c(-c2cc(C(=O)N3CCOCC3)no2)c1,-17,4,4,3,-1,2,1.6,-2,-1.7
COc1ccc(NC(C)=O)cc1NC(=O)CSc1nnc(C2CCCCC2)n1N,0,2,0,3,0,3,-0.1,-3,-1.4
CN1CCN(c2ccc(NC(=O)c3ccc(Cl)cc3)cn2)CC1,-11,4,19,6,4,-4,-1.4,-7,-2.9
O=C(NCCc1ccccc1)c1ccc(NCC2CCCO2)c([N+](=O)[O-])c1 (stereo not given),7,14,20,2,3,-5,0.2,-4,0.0
O=C(O)C1CC=CCC1C(=O)Nc1cccc(Cl)c1 (stereo not given),-16,6,12,-2,4,22,-2.2,3,-2.1
O=C(O)C(Cc1ccc(O)cc1)N1C(=O)c2c(Cl)c(Cl)c(Cl)c(Cl)c2C1=O (stereo not given),.,.,.,-2,0,3,.,-3,.
CCOC(=O)c1sc(NC(=O)OC)c(C(=O)OC)c1C,8,1,-5,-2,-4,0,-3.0,-5,-3.2
N#Cc1c(NC(=O)CSc2ncn[nH]2)sc2c1CCCCC2,-6,-11,2,3,2,-4,1.1,-7,-2.1
COc1cc(CC(=O)OCC(=O)Nc2cc(S(=O)(=O)N3CCCC3)ccc2Cl)cc(OC)c1OC,-2,-11,9,2,-3,-16,-0.7,-2,0.8

# For reference, 6 of the compounds above:
SMILES,p-CIP stab down,NS3 helicase inh,UBC9 SUMO inh,IDE act,IDE cell inh,CRFR2-BP antag,VIM-2 inh,GalR3 antag,IMP-1 inh
O=C(NCCc1ccccc1)c1ccc(NCC2CCCO2)c([N+](=O)[O-])c1 (stereo not given),7,14,20,2,3,-5,0.2,-4,0.0
O=C(O)C1CC=CCC1C(=O)Nc1cccc(Cl)c1 (stereo not given),-16,6,12,-2,4,22,-2.2,3,-2.1
O=C(O)C(Cc1ccc(O)cc1)N1C(=O)c2c(Cl)c(Cl)c(Cl)c(Cl)c2C1=O (stereo not given),.,.,.,-2,0,3,.,-3,.
CCOC(=O)c1sc(NC(=O)OC)c(C(=O)OC)c1C,8,1,-5,-2,-4,0,-3.0,-5,-3.2
N#Cc1c(NC(=O)CSc2ncn[nH]2)sc2c1CCCCC2,-6,-11,2,3,2,-4,1.1,-7,-2.1
COc1cc(CC(=O)OCC(=O)Nc2cc(S(=O)(=O)N3CCCC3)ccc2Cl)cc(OC)c1OC,-2,-11,9,2,-3,-16,-0.7,-2,0.8

# Continuation.
SMILES,p-CIP stab down,NS3 helicase inh,UBC9 SUMO inh,IDE act,IDE cell inh,CRFR2-BP antag,VIM-2 inh,GalR3 antag,IMP-1 inh
NC(N)=NS(=O)(=O)c1ccc(NC(=S)NC(=O)/C=C/c2ccc(F)cc2)cc1,-11,3,-7,1,1,5,-2.1,0,-2.4
C/C(=N\NC(=O)c1ccc(C)cc1)C1C(=O)c2ccccc2C1=O,-12,16,-8,6,-5,4,-1.4,0,-4.1
N#CCCn1cc(/C=C2\NC(=S)N(c3ccccc3)C2=O)c(-c2ccc(-c3ccccc3)cc2)n1,-16,-3,1,-2,12,-12,-2.8,-6,-3.1
COc1cc(OC)cc(C(=O)N[C@H](C(=O)OCC(=O)NC(C)c2ccccc2)C(C)C)c1 (stereo not given in full),9,-10,-19,12,7,-108,-2.6,3,-2.8
CCOC(=O)COc1c(Cl)cc(C2NC(=S)NC(c3ccccc3)=C2C(C)=O)cc1OCC (stereo not given),-4,1,16,2,1,7,-2.0,-2,-3.5
CCOc1ccc(S(=O)(=O)N2CCCC(C(=O)N3CCCC3)C2)cc1 (stereo not given),-11,3,-2,0,-2,-2,-1.5,3,-2.5
CCOC(=O)c1nnc2ccnn2c1N,-12,-3,6,-1,1,18,-3.5,2,-2.0
COc1cccc(-c2nc(CS(=O)CC(=O)O)c(C)o2)c1 (stereo not given),-9,8,0,8,-1,-6,-2.8,0,-2.9
CCCCC(CC)C(=O)O (stereo not given),.,.,.,9,8,5,.,-1,.
Nc1cc(=O)[nH]c(SCC(=O)Nc2cc(Cl)ccc2Cl)n1,-11,13,10,-5,-1,3,0.5,3,-1.2
O=C(Nc1cc2c(cc1Br)OCCO2)c1ccco1,-5,-3,-29,2,-3,37,-0.1,0,-1.2
COc1ccccc1N(Cc1cc2cccc(C)c2[nH]c1=O)C(=O)C(C)C,1,1,17,3,-1,-3,0.1,-4,1.4
CCOC(=O)N1CCN(C2CC(=O)N(c3ccc(Cl)c(Cl)c3)C2=O)CC1 (stereo not given),-5,7,17,5,0,-20,-1.3,4,-6.8
COC(=O)c1ccc(NC(=O)C(=O)N2CCN(C(=S)Nc3ccc(OC)cc3)CC2)cc1,3,0,7,9,5,-14,-1.4,-6,-3.6
CCCNC(=O)N1CCN(c2nc(C(C)C)c3c(c2C#N)CC(C)(C)OC3)CC1,-4,2,14,2,0,17,-2.4,4,-2.2
CC(C)c1ccc(N(CC(=O)NCCSC(C)(C)C)S(C)(=O)=O)cc1,6,-1,-16,2,-5,-16,-2.9,-2,-1.9
COc1ccc(-c2cc3nnc(-c4ccccc4)nc3s2)cc1,0,3,24,0,3,10,-1.9,-2,-3.4
Cc1ccc(/C(O)=C2/C(=O)C(=O)N(CCN3CCOCC3)C2c2ccccn2)cc1 (stereo not given),-9,2,-1,0,-6,20,0.5,-2,-0.8
Nn1c(CN2CCCCC2)nc2ccccc2c1=O,-4,4,16,-1,-1,-5,-4.2,0,-3.1
O=C1Nc2ccc(Br)cc2C1(O)c1ccc(F)cc1 (stereo not given),-18,-8,5,0,1,-8,1.2,-9,-0.9
COc1ccc(C(=O)Cc2cc3cccc(OC)c3oc2=O)cc1,-18,4,11,0,-2,7,1.9,-7,-2.1
Cc1cc(F)ccc1NCc1ccc([N+](=O)[O-])cc1,-9,-7,0,3,5,0,-0.5,-3,-2.3
Cc1ccccc1N1CCN(Cc2nc(Cc3ccccc3)no2)CC1,-10,2,-2,5,-2,8,-2.7,-4,-1.3
COc1ccc(OC)c(C(c2nnnn2C2CCCC2)N2CCN(c3ccc(F)cc3)CC2)c1 (stereo not given),-8,-13,-6,0,-8,-4,-0.5,-3,-2.2
COC(=O)c1c(N2C(=O)CC(Sc3ccccc3C(=O)O)C2=O)sc2c1CCCC2 (stereo not given),-1,32,8,9,-2,-5,-2.5,1,-1.3

# More compounds follow.
SMILES,p-CIP stab down,NS3 helicase inh,UBC9 SUMO inh,IDE act,IDE cell inh,CRFR2-BP antag,VIM-2 inh,GalR3 antag,IMP-1 inh
Cc1ccc(N(C)C2=NC(=O)CS2)cc1Cl,4,1,11,-2,1,-5,-1.8,-4,-2.1
O=C(c1ccc2c(c1)OCO2)N1CCN(c2ccc(C(F)(F)F)cn2)CC1,-17,-14,20,-6,7,4,1.8,-3,2.5
O=C(COC(=O)CNC(=O)c1ccccc1Cl)NC1CCCC1,.,.,.,4,2,2,.,-4,.
O=C(NCC(=O)N(c1ccc(F)cc1)C(C(=O)NC1CCCCC1)c1cccnc1)c1ccco1 (stereo not given),9,2,1,0,7,-4,-4.4,-9,-7.7
O=C(Nc1ccccc1C(=O)N1CCOCC1)c1ccc(F)cc1,-7,0,4,8,-3,-14,-2.5,-1,-3.9
CCOC(=O)c1ccc(-n2cccc2/C=C2\NC(=O)NC2=O)cc1,.,.,.,-5,6,9,.,-4,.
CC(=O)c1ccc(S(=O)(=O)Nc2ccc(-n3cnnn3)cc2)cc1,.,.,.,-1,4,1,.,-4,.
CCn1ncc(CNC(=O)CCSc2nc(-c3ccco3)cc(C(F)(F)F)n2)c1C,1,6,0,4,-1,24,0.0,-2,-1.7
CCOc1cc(-c2nc(-c3ccncc3)no2)cc(OCC)c1OCC,-12,-2,-5,-1,2,-8,-1.7,-2,-4.5
O=c1c2ccccc2nc(/C=C/c2cccc(Br)c2)n1CCCO,3,-11,8,2,2,-8,-1.7,-11,-0.8
Cc1ccc(S(=O)(=O)NCc2ccc(C(=O)NCCCN3CCC(Cc4ccccc4)CC3)cc2)cc1,-2,-74,3,3,0,-13,-3.4,-3,-2.5
CCOC(=O)c1sc(NC(=O)CSc2nncn2C)nc1C,0,7,7,3,-3,-18,-2.1,-3,-2.0
COc1ccc(-c2nc3n(c2Br)CCC3)cc1,-6,-10,10,-3,0,3,-0.9,1,-0.1
O=C(CN1CCc2[nH]c3ccccc3c2C1)N1CCCCC1,-10,-5,-2,6,-2,17,-1.5,-1,-1.3
CCS(=O)(=O)N1CCC(N2CCN(c3ccccc3)CC2)CC1,-5,5,8,-1,0,7,-1.3,-7,-1.8

# Part of the list above, reformatted.
structure	p-CIP stab down	NS3 helicase inh	UBC9 SUMO inh	IDE act	IDE cell inh	CRFR2-BP antag	VIM-2 inh	GalR3 antag	IMP-1 inh
COc1cccc(-n2c(C)nc3cc(C(=O)O)ccc32)c1	6	-2	9	6	-1	6	-3.9	6	-1.5
O=C(NCC(=O)N(c1ccc(F)cc1)C(C(=O)NC1CCCCC1)c1cccnc1)c1ccco1 (stereo not given)	9	2	1	0	7	-4	-4.4	-9	-7.7

# Not a hit list. Share with any hit: about 3.2%.
